HKDC1 inhibitor = blocks human hexokinase HKDC1 activity; Q2TB90; recombinant HKDC1, G6PDH/diaphorase resazurin coupled fluorescence; inhibition, % at 20 µM; 340,000 compounds, 0.16% hits;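 active means inhibition above about 35% when tested at 20 µM, limit read from the data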;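 further: plate controls were DMSO wells with enzyme for no effect and DMSO wells lacking enzyme for full effect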
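Test system: recombinant HKDC1 (HK5) hexokinase enzyme, produced in-house / Doses: 20 µM test compound, 1% DMSO / Timing: 90 min, room temperature / Detection: G6PDH/diaphorase-coupled fluorescence, 1 mM NADP, 100 µM resazurin, 525/613 nm / Control set: DMSO wells with and without enzyme mix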
SENP1 FRET inh = SENP1 (human) catalytic domain inhibition. recombinant SENP1 catalytic domain, CyPet-SUMO1-YPet FRET cleavage. AID 624204. Q9P0U3. inhibition, % at 10 µM. 360,000 compounds, 0.21% hits;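 active means inhibition at least 30% at 10 µM, raw YFP signal under a set limit, fluorescence ratio 0.5 to 1.5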;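 further: 0% = enzyme with DMSO and 100% = no enzyme wells; some results filed as inactive read as strong as hits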
Target sequence (Q9P0U3 419-644 limits assumed): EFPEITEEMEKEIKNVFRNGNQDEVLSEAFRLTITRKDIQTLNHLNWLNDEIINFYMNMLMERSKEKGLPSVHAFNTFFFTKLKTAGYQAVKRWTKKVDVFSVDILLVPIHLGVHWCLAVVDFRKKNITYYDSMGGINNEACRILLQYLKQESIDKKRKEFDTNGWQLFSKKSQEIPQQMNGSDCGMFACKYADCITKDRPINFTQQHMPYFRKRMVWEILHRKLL
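Test system: hSENP1 catalytic domain, recombinant; Amount: 20 pM final SENP1 enzyme; Medium: Tris pH 8 buffer plus EDTA, NaCl, BME, BSA, NP40, catalase; Schedule: 50 min enzyme reaction, room temperature, light-protected; Technique: FRET fluorescence in CFP and YFP emission channels; Controls: no-enzyme wells low, DMSO-plus-enzyme wells high control.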
UBC13 polyUb = human UBC13 polyubiquitination inhibition | UBC13 polyubiquitin chain formation, TR-FRET | inhibition, % at 20 µM | 330,000 compounds, 0.47% hits | P61088; in the data active means inhibition above about 45%, passing the limit was not always enough
Target sequence (P61088 whole entry, looked up): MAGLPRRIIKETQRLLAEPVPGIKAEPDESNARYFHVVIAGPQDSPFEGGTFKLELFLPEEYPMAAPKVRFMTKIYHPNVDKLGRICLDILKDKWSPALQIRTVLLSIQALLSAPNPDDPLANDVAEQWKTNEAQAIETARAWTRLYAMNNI
SENP8 block-1 = inhibitors of human SENP8 protease; Q96LD8; recombinant SENP8, Nedd8 substrate fluorescence; inhibition, % at 20 µM; 360,000 compounds, 0.64% hits; AID 602440; in the data active means inhibition mostly above about 40%, no sharp cut-off; inactive means mostly below about 27%
Target sequence (Q96LD8 whole entry, looked up): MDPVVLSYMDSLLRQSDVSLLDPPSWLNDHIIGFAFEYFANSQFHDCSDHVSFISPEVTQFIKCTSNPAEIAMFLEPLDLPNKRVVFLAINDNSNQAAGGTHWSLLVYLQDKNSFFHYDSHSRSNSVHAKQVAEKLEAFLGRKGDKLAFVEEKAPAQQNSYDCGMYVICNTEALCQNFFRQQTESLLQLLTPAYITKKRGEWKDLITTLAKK
SENP8 block-2 = inhibitors of human SENP8 protease | Q96LD8 | purified SENP8, Z-RLRGG-aminoluciferin cleavage, luminescence | inhibition, % at 10 µM | 330,000 compounds, 1.2% hits | AID 2540; in the data active means inhibition above about 50%
SENP7 inh = inhibitors of human SENP7 protease | AID 434973 | 330,000 compounds, 1.5% hits | recombinant SENP7, Z-RLRGG-aminoluciferin luminescence, 40 min | inhibition, % at 5 µM;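 active means inhibition above about 50% at the single test dose, limit read from the data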;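 further: plate controls were DMSO with enzyme for no effect and no enzyme buffer wells for full effect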
beta cell repl = induces beta-cell replication in MIN6 cells. MIN6 cells proliferation, ATPlite luminescence, 48 h; cells starved in 0.2% serum; 100% = growth in 10% serum. proliferation, % at 10 µM. 330,000 compounds, 0.29% hits;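 active means compounds whose signal lies at least 3.5 SD above the mean of all wells on their plate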;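 further: 0% = DMSO-treated cells in low-serum medium and 100% = 10% serum control; some compounds called inactive have numbers as strong as hits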
SENP6 inh = SENP6 protease inhibition. 330,000 compounds, 1.8% hits. inhibition, % at 10 µM. Q9GZR1. Recombinant SENP6 catalytic domain, aminoluciferin luminescence. AID 2599;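 active means inhibition above about 50% at the single tested dose, limit read from the data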;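 further: plate controls were DMSO wells with enzyme for no effect and DMSO wells lacking enzyme for full effect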
Target sequence (Q9GZR1 628-1112 limits assumed): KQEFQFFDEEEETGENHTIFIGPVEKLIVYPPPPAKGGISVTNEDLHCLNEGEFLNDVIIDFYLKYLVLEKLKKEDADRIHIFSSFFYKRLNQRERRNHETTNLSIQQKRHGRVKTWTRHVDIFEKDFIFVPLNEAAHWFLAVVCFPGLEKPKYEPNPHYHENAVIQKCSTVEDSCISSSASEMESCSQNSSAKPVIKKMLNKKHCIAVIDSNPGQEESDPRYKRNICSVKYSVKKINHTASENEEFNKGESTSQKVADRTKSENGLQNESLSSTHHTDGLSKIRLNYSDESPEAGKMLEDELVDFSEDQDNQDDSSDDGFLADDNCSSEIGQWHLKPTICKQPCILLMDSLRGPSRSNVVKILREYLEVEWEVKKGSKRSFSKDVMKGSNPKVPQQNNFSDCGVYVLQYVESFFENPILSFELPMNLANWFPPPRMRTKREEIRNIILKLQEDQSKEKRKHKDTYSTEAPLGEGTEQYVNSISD
PfG6PD inh = PfG6PD (Plasmodium falciparum) enzyme inhibition | PfGluPho enzyme, NADPH resazurin-diaphorase fluorescence | inhibition, % at 20 µM | 350,000 compounds, 0.78% hits;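 active means inhibition reaching at least a set limit at 20 µM in the primary screen, cut at about 59% in these data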;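 further: 0% = DMSO wells with substrate and 100% = DMSO wells lacking glucose-6-phosphate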
* hit, by the source's call; & = joins results of further samples.

For CCOc1ccc(Cn2nnc(C(=O)Nc3ccc(OC)cc3OC)c2N)cc1 the results were HKDC1 inhibitor 2, SENP1 FRET inh -1, UBC13 polyUb 6, SENP8 block-1 -66, SENP8 block-2 2, SENP7 inh 0, beta cell repl -1, SENP6 inh -9 and PfG6PD inh -5.
Screening O=C(Cn1cnc2c(nnn2-c2ccccc2)c1=O)N1CCOCC1 returned HKDC1 inhibitor -5, SENP1 FRET inh 1, UBC13 polyUb -8, SENP8 block-1 15, SENP8 block-2 -13, SENP7 inh -10, beta cell repl -3, SENP6 inh -13 and PfG6PD inh -2.
For CCC(=O)N1CCC2(CC1)Oc1ccc(Cl)cc1C(=O)C21CC(c2cccnc2)=NO1 (stereo not drawn) the results were HKDC1 inhibitor -1, SENP1 FRET inh 0, UBC13 polyUb 4, SENP8 block-1 4, SENP8 block-2 -1, SENP7 inh 2, beta cell repl -2, SENP6 inh -1 and PfG6PD inh -12.
CCOc1ccc2oc(C(=O)NNC(=O)c3csc(N4CCOCC4)n3)c(C)c2c1 was read as HKDC1 inhibitor 1, SENP1 FRET inh 2, UBC13 polyUb -8, SENP8 block-1 -48, SENP8 block-2 -10, SENP7 inh -5, beta cell repl 4, SENP6 inh -10 and PfG6PD inh -18.
Screening Cc1cnc(C(=O)OC(C)C(=O)Nc2ccccc2-c2ccccc2)cn1 (stereo not drawn) returned HKDC1 inhibitor 1, SENP1 FRET inh 0, UBC13 polyUb -3, SENP8 block-1 8, SENP8 block-2 5, SENP7 inh -2, beta cell repl 4, SENP6 inh -14 and PfG6PD inh 2.
`CN(C)S(=O)(=O)c1ccc(S(=O)(=O)NCCN2CCOCC2)cc1` gave HKDC1 inhibitor -7, SENP1 FRET inh 0, UBC13 polyUb 0, SENP8 block-1 9, SENP8 block-2 -14, SENP7 inh -5, beta cell repl -1, SENP6 inh 13 and PfG6PD inh -14.
Screening CCOc1ccc(Nc2nc3ccccc3n3nnnc23)cc1 returned HKDC1 inhibitor -4, SENP1 FRET inh -110, UBC13 polyUb -2, SENP8 block-1 9, SENP8 block-2 3, SENP7 inh -1, beta cell repl 9, SENP6 inh 10 and PfG6PD inh 17.
Screening COc1cccc(-c2nc(CS(=O)CC(=O)NC3CC3)c(C)o2)c1 (stereo not drawn) returned HKDC1 inhibitor -1, SENP1 FRET inh 1, UBC13 polyUb -3, SENP8 block-1 1, SENP8 block-2 0, SENP7 inh 7, beta cell repl -5, SENP6 inh -18 and PfG6PD inh -11.
For O=C(NCCc1ccccc1)c1cc(S(=O)(=O)N2CCOCC2)ccc1F the results were HKDC1 inhibitor -2, SENP1 FRET inh 0, UBC13 polyUb 4, SENP8 block-1 24, SENP8 block-2 3, SENP7 inh -3, beta cell repl 0, SENP6 inh -2 and PfG6PD inh 1.
Screening Cc1cc(C)cc(C(=O)n2cnnc2N)c1 returned HKDC1 inhibitor 0, SENP1 FRET inh 4, UBC13 polyUb 8, SENP8 block-1 22, SENP8 block-2 -17, SENP7 inh 1, beta cell repl 0, SENP6 inh -39 and PfG6PD inh -5.
For O=C(CNC(=O)c1ccc(Br)o1)NCc1ccccc1Cl the results were HKDC1 inhibitor -1, SENP1 FRET inh -3, UBC13 polyUb -5, SENP8 block-1 -7, SENP8 block-2 -4, SENP7 inh 7, beta cell repl -2, SENP6 inh -9 and PfG6PD inh 2.
For COc1ccccc1NC(=O)CSc1nnc(-c2ccoc2C)n1CC1CCCO1 (stereo not drawn) the results were HKDC1 inhibitor -4, SENP1 FRET inh 0, UBC13 polyUb 0, SENP8 block-1 20, SENP8 block-2 -7, SENP7 inh -9, beta cell repl -3, SENP6 inh -8 and PfG6PD inh -8.
Screening COc1ccc(-c2cc(=O)c3cc(C)ccc3[nH]2)cc1 returned HKDC1 inhibitor 0, SENP1 FRET inh -2, UBC13 polyUb -2, SENP8 block-1 -134, SENP8 block-2 19, SENP7 inh 15, beta cell repl -7, SENP6 inh 32 and PfG6PD inh 15.
CCOc1ccc(C/C(O)=C2\C(=O)CC(C)(C)CC2=NCC(=O)O)cc1OCC was read as HKDC1 inhibitor -7, SENP1 FRET inh 2, UBC13 polyUb -3, SENP8 block-1 0, SENP8 block-2 1, SENP7 inh 0, beta cell repl 0, SENP6 inh 8 and PfG6PD inh -8.
Screening Cc1ccc(NC(=O)NNC(=O)c2cc3ccccc3cc2O)cc1C returned HKDC1 inhibitor -8, SENP1 FRET inh 11, UBC13 polyUb -4, SENP8 block-1 -101, SENP8 block-2 -14, SENP7 inh 8, beta cell repl -3, SENP6 inh -5 and PfG6PD inh -16.
For O=C(CNCc1ccccc1Cl)Nc1ccc(C(=O)N2CCCCC2)cc1 the results were HKDC1 inhibitor -5, SENP1 FRET inh -1, UBC13 polyUb 3, SENP8 block-1 6, SENP8 block-2 3, SENP7 inh 5, beta cell repl -1, SENP6 inh -4 and PfG6PD inh 1.
COC(=O)C1=C(CSCc2ccco2)NC(=O)NC1c1cc(C)ccc1C (stereo not drawn) was read as HKDC1 inhibitor 2, SENP1 FRET inh -9, UBC13 polyUb -5, SENP8 block-1 15, SENP8 block-2 -8, SENP7 inh 1, beta cell repl -2, SENP6 inh 0 and PfG6PD inh 11.
`O=C1NC2CCc3nc4ccccc4c(=O)n3C2=Nc2ccccc21` (stereo not drawn) gave HKDC1 inhibitor -5, SENP1 FRET inh 0, UBC13 polyUb 1, SENP8 block-1 32, SENP8 block-2 -13, SENP7 inh -19, beta cell repl -3, SENP6 inh 1 and PfG6PD inh -2.
For Cc1cc(SCC(=O)N/N=C/c2ccco2)nc2ccccc12 the results were HKDC1 inhibitor 4, SENP1 FRET inh -5, UBC13 polyUb -8, SENP8 block-1 -2, SENP8 block-2 7, SENP7 inh -4, beta cell repl -4, SENP6 inh 5 and PfG6PD inh 80*.
`Cc1ccc(C2CC(c3ccco3)n3ncnc3N2)cc1` (stereo not drawn) gave HKDC1 inhibitor -8, SENP1 FRET inh -1, UBC13 polyUb 2, SENP8 block-1 -17, SENP8 block-2 -3, SENP7 inh -6, beta cell repl 0, SENP6 inh -6 and PfG6PD inh 2.
For CCC(=O)Nc1nc2ccccc2n1Cc1ccccc1C the results were HKDC1 inhibitor 3, SENP1 FRET inh 2, UBC13 polyUb 8, SENP8 block-1 21, SENP8 block-2 -7, SENP7 inh -8, beta cell repl -1, SENP6 inh -10 and PfG6PD inh -9.
CCN(CCO)c1ccc(-n2c(N)c(C(=O)OC)c3nc4ccccc4nc32)cc1 was read as HKDC1 inhibitor 9, SENP1 FRET inh -24, UBC13 polyUb -17, SENP8 block-1 -275, SENP8 block-2 -1, SENP7 inh 2, beta cell repl -3, SENP6 inh 3 and PfG6PD inh 22.
O=C(COC(=O)Cc1ccc(Cl)c(Cl)c1)NCc1ccco1 was read as HKDC1 inhibitor -6, SENP1 FRET inh 2, UBC13 polyUb 2, SENP8 block-1 -12, SENP8 block-2 -7, SENP7 inh 5, beta cell repl 2, SENP6 inh 3 and PfG6PD inh -4.
`CS/C(=N\S(=O)(=O)c1cccs1)Nc1ccc(Br)cc1F` gave HKDC1 inhibitor -1&-2, SENP1 FRET inh 1&0, UBC13 polyUb -5, SENP8 block-1 10&11, SENP8 block-2 -5, SENP7 inh 1, beta cell repl -4, SENP6 inh -13 and PfG6PD inh -26&-10.
O=C(N/N=C/c1ccc(OC(=O)c2ccco2)cc1)c1ccc[n+]([O-])c1 was read as HKDC1 inhibitor -4, SENP1 FRET inh 3, UBC13 polyUb 4, SENP8 block-1 30, SENP8 block-2 14, SENP7 inh 20, beta cell repl 1, SENP6 inh 36 and PfG6PD inh -1.
For C=C1c2cccc(OC)c2O[C@H](C(=O)OCC)[C@@H]1CC(CC)CCCC (stereo partly drawn) the results were HKDC1 inhibitor 4, SENP1 FRET inh 2, SENP8 block-1 -1, SENP7 inh 0 and PfG6PD inh 36.
`CCn1ccc(C(=O)Nc2ccccc2SC)n1` gave HKDC1 inhibitor -7, SENP1 FRET inh -1, UBC13 polyUb 6, SENP8 block-1 -4, SENP8 block-2 -4, SENP7 inh 12, beta cell repl 3, SENP6 inh 2 and PfG6PD inh -21.
Screening CN(C)S(=O)(=O)c1ccc(N2CCCC2)c(C(=O)NNC(=O)COc2cccc(F)c2)c1 returned HKDC1 inhibitor -4, SENP1 FRET inh -2, UBC13 polyUb -8, SENP8 block-1 -277, SENP8 block-2 -5, SENP7 inh -3, beta cell repl -3, SENP6 inh -12 and PfG6PD inh -12.
`Oc1ccccc1/C=N/c1c(-c2ccco2)nc2ccccn12` gave HKDC1 inhibitor 4, SENP1 FRET inh -54, UBC13 polyUb 1, SENP8 block-1 -342, SENP8 block-2 -11, SENP7 inh -3, beta cell repl -4, SENP6 inh 22 and PfG6PD inh 3.
Fc1cccc(C[n+]2csc3ccccc32)c1 was read as HKDC1 inhibitor -1, SENP1 FRET inh 0, UBC13 polyUb 14, SENP8 block-1 11, SENP8 block-2 8, SENP7 inh -5, beta cell repl -6, SENP6 inh 4 and PfG6PD inh 55.
CC(=O)Nc1ccc2c(c1)Cc1c(F)cccc1-2 was read as HKDC1 inhibitor 1, SENP1 FRET inh 0, SENP8 block-1 15 and PfG6PD inh -10.
Screening Cc1ccc(N(CC(=O)NC(C)(C)C)C(=O)CCC(=O)Nc2nccs2)c(C)c1 returned HKDC1 inhibitor 1, SENP1 FRET inh 4, UBC13 polyUb 1, SENP8 block-1 13, SENP8 block-2 -1, SENP7 inh 4, beta cell repl -1, SENP6 inh -3 and PfG6PD inh -16.
For COc1ccc(C(=O)Nc2ccc(N3CCN(C(C)=O)CC3)cc2)cc1[N+](=O)[O-] the results were UBC13 polyUb -1, SENP8 block-2 -1, SENP7 inh 4, beta cell repl 2 and SENP6 inh -11.
O=C(c1cnn2c(C(F)(F)F)cc(-c3ccc4c(c3)OCO4)nc12)N1CCCC1 was read as HKDC1 inhibitor 15, SENP1 FRET inh -22, UBC13 polyUb -1, SENP8 block-1 -289, SENP8 block-2 4, SENP7 inh 4, beta cell repl -2, SENP6 inh 7 and PfG6PD inh -5.
COc1ccc(-c2n[nH]c(=S)n2-c2ccc(C)cc2)cc1 was read as HKDC1 inhibitor -5, SENP1 FRET inh 0, UBC13 polyUb 5, SENP8 block-1 -12, SENP8 block-2 -6, SENP7 inh 9, beta cell repl 0, SENP6 inh -9 and PfG6PD inh 51.
`COc1ccc(S(=O)(=O)Nc2cc(C)on2)cc1NC(C)=O` gave HKDC1 inhibitor -1, SENP1 FRET inh 2, UBC13 polyUb -5, SENP8 block-1 9, SENP8 block-2 -5, SENP7 inh 1, beta cell repl 6, SENP6 inh -15 and PfG6PD inh 5.
For Cc1noc(/C=C/N(C)C)c1S(=O)(=O)NC1CCCCC1 the results were HKDC1 inhibitor -1, SENP1 FRET inh -19, UBC13 polyUb -6, SENP8 block-1 10, SENP8 block-2 -2, SENP7 inh 8, beta cell repl -3, SENP6 inh -8 and PfG6PD inh -7.

Quoted at random: 2 records from the list
COc1ccc(-c2n[nH]c(=S)n2-c2ccc(C)cc2)cc1 was read as HKDC1 inhibitor -5, SENP1 FRET inh 0, UBC13 polyUb 5, SENP8 block-1 -12, SENP8 block-2 -6, SENP7 inh 9, beta cell repl 0, SENP6 inh -9 and PfG6PD inh 51.
For Cc1noc(/C=C/N(C)C)c1S(=O)(=O)NC1CCCCC1 the results were HKDC1 inhibitor -1, SENP1 FRET inh -19, UBC13 polyUb -6, SENP8 block-1 10, SENP8 block-2 -2, SENP7 inh 8, beta cell repl -3, SENP6 inh -8 and PfG6PD inh -7.
